FEN1 inh = human FEN1 inhibition | Recombinant FEN1 flap cleavage, fluorescence, 15 min | Potency, µM (top dose mostly 114 µM), for inactives: top-dose activity change, negative = inhibition, most hits filed as inhibitors | 390,000 tested, 0.35% active | AID 588795; further: nearly all actives have a fitted effect of over 65% in size
Target sequence (P39748 whole entry, looked up): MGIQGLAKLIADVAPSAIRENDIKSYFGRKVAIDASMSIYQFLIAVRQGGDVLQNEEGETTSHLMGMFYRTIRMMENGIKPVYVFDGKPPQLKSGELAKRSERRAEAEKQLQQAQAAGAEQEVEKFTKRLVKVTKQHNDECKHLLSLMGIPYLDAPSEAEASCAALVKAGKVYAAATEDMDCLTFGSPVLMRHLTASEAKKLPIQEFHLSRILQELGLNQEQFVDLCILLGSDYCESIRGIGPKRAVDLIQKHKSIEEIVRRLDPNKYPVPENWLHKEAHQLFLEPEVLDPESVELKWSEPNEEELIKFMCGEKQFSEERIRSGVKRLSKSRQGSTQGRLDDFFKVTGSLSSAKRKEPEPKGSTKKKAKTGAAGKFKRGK
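Reaction started by adding substrate (50 nM final) to 10 nM enzyme after 15 min room-temperature compound preincubation. Reads at 0 and 15 min, with data normalized and fitted to a four-parameter Hill equation.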
KAT2A inh = blocks human GCN5L2 histone acetyltransferase; Potency, µM (titrated, usually from 58.9 µM), for inactives: at the highest dose activity change, negative = inhibition, most hits filed as inhibitors; 390,000 tested, 0.21% active; GCN5L2 HAT assay, ThioGlo1 CoA-SH fluorescence; Q92830; AID 504327
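GCN5L2 (20 nM) in 50mM HEPES pH 7.5, 0.1mM EDTA, 0.01% Tween-20 preincubated 15 min with compounds at room temperature. Reaction started with H3(1-25) 75uM, acetyl-CoA 70uM, ThioGlo1 50uM; CoA-thiol fluorescence (Ex340/Em540) read at 0 and 20 min.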
DT40 TDP1 CPT = DT40-hTDP1 cell growth loss with CPT | chicken DT40 Tdp1-/-;hTDP1 cells + 20 nM CPT, ATP luminescence, 48 h | Potency, µM (doses to about 46.2 µM), without a hit: at the highest dose activity change, negative = growth inhibition, actives largely listed as inhibitors | 420,000 tested, 12% active | AID 686979; further: nearly all actives have a fitted effect of over 55% in size
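Cell growth measured by CellTiter-Glo luminescence after a minimum 48 h, 37 C compound exposure with 20 nM CPT in Tdp1-knockout DT40 cells stably expressing hTDP1, seeded 400/well; qHTS titration format.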
* hit, by the source's call; ? = inconclusive; . = not tested or not shown. The call rests on the fitted dose curve; in most records, active means well fitted curve in the direction sought with a large enough effect; inconclusive means small, poorly fitted or top-dose-only effect, or another doubt; inactive means no such curve, though single readings can be large; an effect the other way counts as inactive or inconclusive. On the % scale 0 is the no-effect control and ±100 the full control effect; potency means the concentration at half of the fitted maximal effect. Some of the compounds tested, so the mix of outcomes need not match the whole.

Molecule	FEN1 inh	DT40 TDP1 CPT	KAT2A inh
CCCCNC(=O)Cn1c(SCc2ccccc2C)nc2ccncc21	-4%	-11%	.
Cc1ccc(Cn2c(S(=O)(=O)O)nc3ccccc32)cc1	-18%	-2%	1%
O=C(COc1ccc(Br)cc1Cl)NCCCN1CCOCC1	-5%	-30%	-12%
O=C(COC(=O)c1cc([N+](=O)[O-])ccc1N1CCOCC1)NC1CCS(=O)(=O)C1 (stereo unspecified)	7%	5%	2%
Cc1ccc(Nc2nc(N)c([N+](=O)[O-])c(N3CCC(C)CC3)n2)cc1C	-7%	?	-12%
CC(C)N1CCc2c(sc(NC(=O)Cc3ccccc3)c2C#N)C1	12%	-4%	-13%
CCc1ccc(-c2csc3ncn(CC)c(=O)c23)cc1	-4%	-2%	3%
COc1ccc(C=O)cc1CN1C(=O)c2ccccc2C1=O	-3%	25%	-9%

Taken from above:
`CCc1ccc(-c2csc3ncn(CC)c(=O)c23)cc1` in FEN1 inh shows -4%
`CC(C)N1CCc2c(sc(NC(=O)Cc3ccccc3)c2C#N)C1` in KAT2A inh shows -13%
`O=C(COc1ccc(Br)cc1Cl)NCCCN1CCOCC1` in KAT2A inh shows -12%
`Cc1ccc(Nc2nc(N)c([N+](=O)[O-])c(N3CCC(C)CC3)n2)cc1C` in FEN1 inh shows -7%
`COc1ccc(C=O)cc1CN1C(=O)c2ccccc2C1=O` in FEN1 inh shows -3%

Of the compounds above, these contain four or more nitrogen atoms.
Molecule	FEN1 inh	DT40 TDP1 CPT	KAT2A inh
CCCCNC(=O)Cn1c(SCc2ccccc2C)nc2ccncc21	-4%	-11%	.
Cc1ccc(Nc2nc(N)c([N+](=O)[O-])c(N3CCC(C)CC3)n2)cc1C	-7%	?	-12%

An excerpt from above with just KAT2A inh and DT40 TDP1 CPT.
compound	KAT2A inh	DT40 TDP1 CPT
CC(C)N1CCc2c(sc(NC(=O)Cc3ccccc3)c2C#N)C1	-13%	-4%
CCc1ccc(-c2csc3ncn(CC)c(=O)c23)cc1	3%	-2%

(continued)
Molecule	FEN1 inh	DT40 TDP1 CPT	KAT2A inh
COc1ccc(OC)c(N=C(N)N=C(N)N)c1	13%	-7%	0%
Cc1ccccc1N(C(=O)c1ccccn1)C(C(=O)NCc1ccccc1)c1ccncc1 (stereo unspecified)	-2%	8%	-18%
CCCCn1cnc2c(SCc3ccc(Br)cc3)nc(N)nc21	-13%	?	.
Cc1ccc(CNC(=O)CN2C(=O)COc3ccc(S(=O)(=O)N4CCC(C)CC4)cc32)cc1	3%	?	-2%
C/C(CC(=O)Nc1cccnc1)=N\NC(=O)C(=O)NC(C)C	2%	1%	2%
Cc1ccnc(NC(=O)C2CCN(S(=O)(=O)c3ccc4ccccc4c3)CC2)c1	-2%	?	-18%
CN(C)CCCNC(=O)C[C@H]1C[C@H](C(=O)N2CCCCC2)[C@@]2(C)c3[nH]c4cc(-c5ccco5)ccc4c3CCN2C1=O	8%	?	0%
Cc1ccccc1OCc1nc(-c2ccc(NC(=O)c3ccc4c(c3)OCO4)cc2)no1	-2%	?	-6%
O=c1[nH][nH]c(=S)n1C1CCCCC1	?	-1%	16µM*
O=C(Oc1cc(OC(=O)c2ccccc2)c2c(c1)OC(c1ccc(OC(=O)c3ccccc3)c(OC(=O)c3ccccc3)c1)[C@@H](OC(=O)c1ccccc1)C2)c1ccccc1 (stereo partly specified)	.	11%	7%
CCc1ccc(CNC(=O)CCCC(=O)n2nc(C)c3ccccc32)cc1	13%	5%	2%
C=CCOn1c(=O)c(-c2ccc(Cl)cc2)[n+]([O-])c2ccccc21	1%	-11%	0%
COc1ccc(N2CCN(C(=O)c3sc4nc(-c5ccc(F)cc5)cn4c3C)CC2)cc1	27%	-24%	-12%
COn1c(C)c(C)c2c3nonc3ccc21	2%	18%	1%
Cc1ccc(S(=O)(=O)c2nc(S(C)(=O)=O)sc2NCc2ccccc2)cc1	-10%	?	-5%
COc1ccccc1C(=O)NCCOc1ccc(C(C)(C)C)cc1	-1%	?	-24%
Cc1ccc(OCC(=O)NNC(=O)Cn2c(=O)cnc3ccccc32)cc1	5%	2%	-11%
CC(C)NC(=O)CCn1nc(-c2ccc(Cl)cc2)c2ccccc2c1=O	-2%	?	-1%
Cc1cccc(C(=O)c2ccccc2C(=O)O)c1O	-17%	-25%	-4%
Cc1ccc(CCNc2ccc3ccccc3c2)cn1	-15%	-21%	.
COc1cc(NC(=O)CCN2C(=O)NC3(CCCC3)C2=O)c(OC)cc1Cl	-3%	-2%	-2%
CCCC(=O)C1C(=O)CC(CC(C)SCC)CC1=O (stereo unspecified)	5%	-8%	0%
CCc1nc(NC(=O)Cc2csc(C)n2)sc1C(=O)OC	20%	-9%	1%
CCCCCCOc1ccc(/C(C)=N/NC2=NCCN2)cc1[N+](=O)[O-]	8%	?	-7%
N#Cc1ccc(COc2cccc3cccnc23)cc1	1%	1%	-4%
CCC(=O)OCCCCCCOc1ccc(C(=O)O)cc1	-6%	-11%	-22%
O=C1/C(=C/c2cccnc2)N=C2CCCCCN12	5%	-9%	-11%
CCCc1nc2c(C)ccc(C)c2c(N)c1CC	-4%	?	-6%
Cc1ccc(CNc2cc(C)nc3nc(-c4cccc(C)c4)nn23)cc1	?	.	-8%
CCN(CC)C(=O)CN1C(=O)C2(OCC(C)(C)CO2)c2ccccc21	0%	-4%	-1%
COc1cc2c(cc1NC(=O)CN1CCN(S(=O)(=O)c3ccc(F)cc3)CC1)oc1ccccc12	-2%	-15%	-2%
CCOC(=O)c1ccccc1NS(=O)(=O)c1c(-c2ccc(C)cc2)csc1C(=O)OC	6%	6.5µM*	21%
CCOc1ccc(NCc2nc3ccccc3n2CCOc2ccccc2)cc1	?	?	-18%
Cc1cc(=O)n(CC(=O)NC(C)c2ccccc2)c2c1c(C)nn2C (stereo unspecified)	0%	15µM*	2%
CC(C)(C)c1ccc(C2=NC(=O)C(CC(=O)O)S2)cc1 (stereo unspecified)	4%	-20%	-17%
CCS(=O)(=O)N1CCN(c2cc3c(cc2[N+](=O)[O-])n(C)c(=O)n3C)CC1	5%	2%	-4%
O=C(Nc1nnc(-c2ccccc2)o1)c1nc2ccccc2s1	21%	?	-12%
O=C(CN1C2=NCCN2c2ccccc21)N1CCOCC1	-11%	-4%	.
O=C(CN1C(=O)C2CCc3[nH]c4ccccc4c3C2C1=O)N1CCCC1 (stereo unspecified)	11%	-2%	1%
CC(NCC(O)c1ccc([N+](=O)[O-])cc1)C12CC3CC(CC(C3)C1)C2 (stereo unspecified)	-5%	?	1%
COCCNc1ncnc2c1nc1n2CCCC1	-21%	-13%	-2%
COc1cccc(-n2c(=O)c3c(C)c(C)sc3n(CC(=O)NCCc3ccc(OC)c(OC)c3)c2=O)c1	19%	-20%	2%
COc1cc(C=O)ccc1OCCOc1ccccc1[N+](=O)[O-]	1%	-16%	1%
S=c1[nH]nc(-c2ccco2)n1C1CCCCC1	-3%	-1%	27%
CC(=O)Nc1ccc(NC(=O)COc2ccc(Br)cc2C)cc1	12%	3%	0%
CNC(=O)CN(Cc1ccccc1)S(=O)(=O)c1ccccc1	9%	5%	-2%
CCCn1nc(C(=O)N(C)CC(=O)Nc2ccc(OCC)c(OCC)c2)c2ccccc2c1=O	-3%	-22%	-1%
Cc1cccc2c(/C=C/c3ccc(N(C)C)cc3)ccnc12	?	?	.
O=C(COc1ccc2c(c1)C(=O)CC1(CCCCC1)O2)NCc1ccccn1	-12%	?	-13%
CCOC(=O)c1sc2nc(CSCC(=O)OCc3ccc(C(=O)OC)o3)[nH]c(=O)c2c1C	-2%	-18%	-8%
Cc1nn(C)c2c1c(C(F)(F)F)cc(=O)n2C(C)C(=O)NCc1ccccc1Cl (stereo unspecified)	12%	-15%	-19%
COc1cccc(NC(=O)COc2ccc(C(=S)N3CCN(C)CC3)cc2OC)c1	-2%	?	1%
O=S(=O)(/C=C/c1ccccc1)Nc1ccc2c(c1)OCO2	-2%	3%	2%
c1ccc2sc(N3CCCN(Cc4nc(-c5cnccn5)no4)CC3)nc2c1	-3%	-29%	-18%
Nc1c(C(=O)N/N=C/c2cccnc2)cnn1-c1ccccc1	-1%	-12%	-4%
COc1cccc(-c2nnc(NC(C)=O)o2)c1	-14%	1%	-7%

The results go on.
Molecule	FEN1 inh	DT40 TDP1 CPT	KAT2A inh
CCSc1nnc(CNC(=O)C23CC4CC(CC(C4)C2)C3)n1C1CCCCC1	3%	23µM*	-3%
COCCN(C(=O)CCC(=O)Nc1cc(C)on1)C(C(=O)NC1CCCC1)c1ccc(C)cc1 (stereo unspecified)	0%	?	-3%
O=C(COC(=O)c1cc(-c2cccs2)nc2ccccc12)NC1CCS(=O)(=O)C1 (stereo unspecified)	-9%	-2%	-10%
COc1ccc(C2CC(=O)C3=C(C2)Nc2ccccc2N(C(C)=O)C3c2ccco2)cc1 (stereo unspecified)	-3%	-10%	-1%
O=C(Cn1cnc2c(nnn2Cc2ccc(F)cc2)c1=O)NCc1ccco1	-1%	-2%	-1%
Oc1c(/C=N/c2ccccn2)sc2ccccc12	-20%	6%	-16%
Cc1c(-c2nc(-c3ccc4c(c3)OCO4)no2)nnn1-c1ccc(C(C)C)cc1	1%	?	7%
O=C(CCS(=O)(=O)c1ccc(Cl)cc1)Nc1ccc(F)cc1	-2%	10%	-7%
COc1ccc(OC)c(-c2nnc3n2N=C(c2ccc(OC)c(OC4CCOC4)c2)CS3)c1 (stereo unspecified)	-1%	.	-5%
CC(CCc1ccccc1)NC(=O)CNC(=S)N(Cc1cccs1)C1CCCC1 (stereo unspecified)	-23%	?	-13%
CC1=CCC(COC(=O)Nc2ccccc2)CC1 (stereo unspecified)	-2%	?	-14%
COc1ccc(C(=O)Nc2nc(-c3cccs3)cs2)cc1	-8%	?	.
COc1ccc(-c2[nH]c(-c3ccc(O)cc3)nc2-c2ccccc2)cc1	-16%	15µM*	-11%
CCN(CC)c1nc2c(c(=O)[nH]c(=O)n2C)n1CCOc1ccccc1	-5%	?	1%
CN1CCN(c2ccc(NC(=O)c3ccc4c(c3)OCCO4)cc2Cl)CC1	-17%	-20%	1%
O=C(NCc1ccco1)C1CCCN(S(=O)(=O)c2ccc(-n3cnnn3)cc2)C1 (stereo unspecified)	1%	9%	-10%

Random excerpt: 4 records from the list, in no set order.
Molecule	FEN1 inh	DT40 TDP1 CPT	KAT2A inh
COc1ccc(-c2[nH]c(-c3ccc(O)cc3)nc2-c2ccccc2)cc1	-16%	15µM*	-11%
CCN(CC)c1nc2c(c(=O)[nH]c(=O)n2C)n1CCOc1ccccc1	-5%	?	1%
COc1ccc(OC)c(-c2nnc3n2N=C(c2ccc(OC)c(OC4CCOC4)c2)CS3)c1 (stereo unspecified)	-1%	.	-5%
CC1=CCC(COC(=O)Nc2ccccc2)CC1 (stereo unspecified)	-2%	?	-14%

The list continues:
Molecule	FEN1 inh	DT40 TDP1 CPT	KAT2A inh
Nc1ccc(-c2nc3ccc(N)cc3s2)cc1	1%	-12%	?
COC(=O)c1ccccc1S(=O)(=O)NNC(=O)Nc1ccccc1	1%	-23%	-6%
Cc1ccc(C(=O)NCC(c2ccco2)N2CCc3ccccc3C2)cc1 (stereo unspecified)	-9%	?	-8%
CCOC(=O)c1[nH]c2cc3c(cc2c1NC(=O)CN1CCC2(CC1)OCCO2)OCO3	-3%	?	?
CCC(=O)NC(=S)Nc1ccc(N2CCN(C(=O)c3ccc(Cl)cc3)CC2)cc1	5%	21µM*	-18%
C=CCNC(=O)c1ccc(C)c(Br)c1	2%	25%	0%
Cc1cccn2cc(CNS(=O)(=O)c3cccc(F)c3)nc12	-3%	-8%	3%
N#Cc1c(-c2ccco2)nc(SCc2ccc(F)cc2)[nH]c1=O	2%	-7%	-8%
COC(=O)C1=C(C)NC(=O)/C1=C\c1ccco1	-6%	-15%	1%
CCOc1ccc(-n2c(SCc3cc(=O)oc4cc(C)ccc34)nnc2-c2cccnc2)cc1	4%	?	-3%
CSCCC(NC(=O)c1ccc(C)o1)C(=O)O (stereo unspecified)	-7%	4%	1%

Compound activity (PubChem BioAssay)
